# FN deposition inh – fibronectin deposition inhibition | inhibition, % at 12.6 µM | actives 0.086% (n = 350,000) | AID 743247 | AH1F fibroblasts, Alexa488-fibronectin deposition fluorescence, overnight;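 active = mean inhibition across replicates of 30% or more, regardless of how many single replicates reach that level; inconclusive = mean under 30% yet at least half of replicates reach 30%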;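 also: positive control wells lacked labelled fibronectin entirely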
#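 Assay system: AH1F fibroblasts / Quantity: 10000 cells per well / Medium: DMEM plus 2% serum, read in PBS / Reagent: labelled fibronectin 24 nM / Dosing: single dose, pinned / Times: 1 h cell attachment, overnight exposure to compound and label / Signal: fluorescence, ex 485 nm, em 525 nm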
# CFTR F508del cor – CFTR F508del correction in bronchial cells. CFBE cells, YFP halide quenching; stimulated with forskolin plus potentiator P3; % fluorescence drop versus neutral controls. activity (quench increase), % at 7.58 µM. actives 0.36% (n = 350,000). AID 720511;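 active = mean added fluorescence quench of at least 8% versus neutral control, with both replicates also reaching 8%; inconclusive = only one of the mean or replicate conditions met; inactive = mean below 8% and not both replicates reaching 8%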;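 also: cells transiently co-express mutant CFTR-F508del with the halide-sensitive YFP; corrector assay measuring rescue of mutant channel to the surface after 24 h compound exposure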
# miR122 inh – inhibitors of miR-122 in Huh7 cells | activation (reporter increase), % at 12.5 µM | actives 0.3% (n = 340,000) | AID 602342 | Huh7 miR-122 Renilla luciferase sensor, 48 h; neutral wells = 0, positive control = 100;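 active = mean replicate activation score at least 90 and every replicate individually at or above 90; inconclusive = only one of the two criteria met; inactive = neither criterion met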;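 also: higher luciferase means less miR-122 activity so hits act as miR-122 inhibitors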
# DENV2 CPE rescue – inhibitors of DENV2 cytopathic effect; actives 1.7% (n = 350,000); CPE inhibition, % at 9.99 µM; DENV2-infected cells, cytopathic effect rescue, plate reader; in the data active = CPE inhibition above about 20%, passing the limit was not always enough; inconclusive = no clear call, values can overlap the other calls; tested in BHK-21 cells;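 also: 0% = median of neutral control wells and 100% = median of positive control wells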
# EWS-Fli block – inhibitors of EWS/Fli oncoprotein transcriptional activity; A673 NR0B1-luciferase reporter, viability-normalised; inhibition, % at 12.6 µM; actives 0.67% (n = 350,000); AID 651661;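 active = mean inhibition of at least 50% after viability correction, with every replicate also passing that limit; inconclusive = mean reaches 50% but only one of two replicates passes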;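 also: firefly luciferase signal divided by Alamar Blue viability fluorescence both relative to DMSO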
# GSIS activator – primary screen for activators of insulin secretion dependent on glucose, INS-1E cells, GLuc reporter luminescence; AID 743287; activation, % at 16.6 µM; actives 0.61% (n = 370,000); INS-1E GLuc reporter insulin secretion, 2-3 h;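 active = lowest replicate activation of at least 40%, so every replicate reaches that level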;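 also: 0% = median of neutral control wells and 100% = median of IBMX positive control wells; some compounds called inactive have numbers as strong as hits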
# PAX8 inh HTS – lowers PAX8-driven luciferase in RMG-I cells | actives 1.2% (n = 360,000) | RMG-I TPO-luciferase reporter, SteadyGlo, 24 h | AID 652154 | inhibition, % at 12.6 µM;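 active = mean replicate inhibition at least 60% with every replicate also reaching 60%; inconclusive = only one of the two criteria is met; inactive = mean below 60% and not all replicates reaching 60%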;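 also: luciferase light reporting Pax8 driven TPO promoter activity; plate controls were median of neutral control wells for no effect and mitoxantrone controls for full effect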
# An asterisk follows results filed as active; ? = inconclusive; . = no result given; [ ] = remark or other dose.
SMILES,FN deposition inh,CFTR F508del cor,miR122 inh,DENV2 CPE rescue,EWS-Fli block,GSIS activator,PAX8 inh HTS
C[C@H]1CN([C@@H](C)CO)C(=O)c2cc(C#CCc3ccccc3)cnc2O[C@H]1CN(C)Cc1ccccn1,-4,-0.9,2[16.7 µM],10,-6,6,.
O=C(Oc1ccc(Cl)c2cccnc12)c1cccc([N+](=O)[O-])c1,2,.,.,2,18,5,8
COC(=O)[C@]12C[C@H](CC(=O)NCC34CC5CC(CC(C5)C3)C4)C(=O)N(Cc3ccc4c(c3)OCO4)C1=C[C@H](C(C)(C)C)O[C@@H]2C,1,2.5,.,-6,11,.,1
C[C@@H](NC(=O)[C@H]1[C@H](CO)[C@H]2Cn3c(ccc(-c4cccnc4)c3=O)[C@H]2N1C)c1ccccc1,.,1.9,1[16.7 µM],1,3,0,11
COc1ccc(/C=C2\SC(=Nc3ccccc3OC)NC2=O)cc1,-4,6.0,8,-1,4,3,24
Cc1ccc(S(=O)(=O)NCC(=O)OCC(=O)c2c(N)n(C)c(=O)n(C)c2=O)cc1,-2,.,.,-4,-22,-26,-1
CCSc1nnc(NC(=O)c2ccc(S(=O)(=O)N(C)C)cc2)s1,8,2.8,.,3,-26,3,-35
CCN1CCN(C(=O)CN(c2ccc(F)c(Cl)c2)S(C)(=O)=O)CC1,4,-1.3,.,0,4,15,14
O=C(CCN1C(=O)c2ccccc2S1(=O)=O)Nc1cc(Cl)ccc1Cl,-5,1.0,.,-12,-4,1,-9
C[C@@H](NC(=O)[C@@H]1[C@@H](CO)[C@@H]2Cn3c(ccc(-c4ccccc4)c3=O)[C@@H]2N1C)c1ccccc1,0,3.7,8[16.7 µM],-3,4,-9,.
CC(OC(=O)c1ccc(NC(=O)CC#N)cc1)C(=O)NCCC1=CCCCC1 (stereo not given),1,1.6,1,5,0,2,6
O=C(C[C@H]1C[C@@H]2c3cc(NC(=O)NC4CCCC4)ccc3O[C@@H]2[C@@H](CO)O1)NCc1ccc(Oc2ccccc2)cc1,5,-1.9,-7[16.7 µM],-4,17,-10,53
COCCCNc1nc2ccccc2nc1NS(=O)(=O)c1ccc(OC)cc1,.,-0.1,-1,-3,6,-13,-1
CN(CC(=O)Nc1ccccc1Cl)C(=O)c1cccc(S(=O)(=O)N2CCN(c3ccc(F)cc3)CC2)c1,-7,2.9,-6,-2,.,-45,18
COc1ccc(-c2cc(C(F)(F)F)nc(NC3CCCC3)n2)cc1OC,8,.,1,.,.,.,-11
Cc1ccc(/C=N/Nc2nc(N3CCCCC3)nc(N3CCCCC3)n2)o1,-2,-0.3,.,4,11,-11,13
O=C(Nc1ccc(C(=O)O)cc1)/C(=C/c1cccc(Br)c1)NC(=O)c1ccco1,-5,3.7,23,.,10,1,14
O=C(NCc1ccccc1)c1ccc(F)c(S(=O)(=O)N2CCOCC2)c1,4,.,-1,.,.,-15,-18
COc1ccc(OC)c(NC(=O)CC2C(=O)NCCN2C(=O)c2ccccc2)c1 (stereo not given),7,0.7,-3,-5,-11,25,8
NC1=NC(=O)/C(=C\C=C\c2ccccc2)S1,-8,.,0,.,.,8,-96
C=CCn1nnnc1SCC(=O)Nc1cccc(C(F)(F)F)c1,1,0.8,-9,2,-10,-7,-8
CN(C)C(=S)Nn1c(-c2ccccc2)nc2ccccc2c1=O,6,2.2,.,-4,8,.,-16
CC(C)(C)NC(=O)C(=O)NN=C1CCCCCC1,1,1.2,.,3,1,4,5
Cc1ccc(S(=O)(=O)Nc2ccc3c(c2)C(=O)N([C@H](C)CO)C[C@@H](C)[C@@H](CN(C)C)OCCCC[C@@H](C)O3)cc1,0,5.4,-3[16.7 µM],.,-2,-5,9
CCNc1nnc(-c2ccc(C)cc2)o1,-6,.,4,.,.,.,-146
O=C(COC(=O)c1ccc([N+](=O)[O-])cc1)NCCC1=CCCCC1,-21,2.4,.,11,-3,-4,-7
COc1ccc(CCC(=O)N2CCN(S(=O)(=O)c3ccc(C)cc3)CC2)cc1,10,0.2,-3,-8,-2,18,8
CN1c2ccc(-c3cccc(C#N)c3)cc2[C@H]2[C@H](CCN2C(=O)C2CCCC2)[C@H]1CO,5,5.9,.,17,3,-24,14
O=C1CCc2cc(S(=O)(=O)Nc3ccc(F)cc3)ccc2N1,8,2.8,.,-1,5,19,0
CC(=O)Nc1ccc(S(=O)(=O)NCCCN2CCOCC2)cc1,-7,-1.6,3,4,-2,-4,-16
C[C@@H]1CN([C@@H](C)CO)C(=O)c2cccc(NC(=O)C3CCOCC3)c2O[C@H]1CN(C)C,.,1.8,-3[16.7 µM],5,-3,18,-7
CC(=O)Nc1ccc(-c2csc(NCc3ccccc3)n2)cc1,2,-0.8,.,-2,-57,-7,-108
O=C(CCN1CCCCC1)N[C@H]1CC[C@H](CC(=O)N2CCC(Cc3ccccc3)CC2)O[C@@H]1CO,-10,2.1,-6[16.7 µM],?,2,-4,-13
Cc1ccc(CC(=O)NCCC(=O)O)cc1,10,2.6,-1,1,4,-4,9
CC(C)C#Cc1cnc2c(c1)C(=O)N([C@@H](C)CO)C[C@@H](C)[C@H](CN(C)C(=O)c1ccccn1)O2,-6,-3.5,-10[16.7 µM],12,-3,-13,.
COc1ccc(C(=O)NCCc2cccc(Cl)c2)cc1OC1CCN(C(C)=O)CC1,4,-5.2,4,2,.,-3,-17
COc1cccc(C(=O)Nc2ccc3c(c2)C(=O)N(C)[C@@H]2CC[C@@H](CC(=O)NCC4CC4)O[C@@H]2CO3)c1,-2,1.3,-2[16.7 µM],-2,7,-3,-17
Cc1ccc2nc(N3C(=O)C(O)=C(C(=O)c4ccco4)C3c3ccc(O)cc3)sc2c1 (stereo not given),-1,-1.4,-5,-3,-9,-38,-19
CCn1cc(C(=O)NCCC(=O)NCCO)c(=O)c2cc3c(cc21)OCO3,0,-1.7,.,-6,13,15,4
COc1ccc(-c2ccc(C(=O)NCC3CC3)c3occc23)c(C)c1,.,-1.3,8,2,-25,.,-18
COc1ccccc1CN1CCN(Cc2nc(Cc3ccccc3)no2)CC1,-14,-2.2,.,-1,9,-12,7
COc1cccc(CN2CCC(C(=O)N3CCN(c4ccccc4F)CC3)CC2)c1OC,.,.,0,.,0,2,14
CC(NS(=O)(=O)c1ccc(Br)cc1)C(=O)NC1CCCCCC1 (stereo not given),0,-3.1,.,-4,5,-3,-6
Nc1ccc(C(=O)N2CCN(S(=O)(=O)c3ccc(Cl)s3)CC2)cc1[N+](=O)[O-],-5,-2.8,12,11,3,-21,4
CCCCCC(=O)N1C[C@H](O)[C@@H](n2cc(COC(=O)c3ccccc3)nn2)C[C@@H]1c1ccc(Cl)cc1,3,0.4,3,9,-6,-23,21

# Three compounds picked at random from those above:
SMILES,FN deposition inh,CFTR F508del cor,miR122 inh,DENV2 CPE rescue,EWS-Fli block,GSIS activator,PAX8 inh HTS
CCCCCC(=O)N1C[C@H](O)[C@@H](n2cc(COC(=O)c3ccccc3)nn2)C[C@@H]1c1ccc(Cl)cc1,3,0.4,3,9,-6,-23,21
COc1ccc(C(=O)NCCc2cccc(Cl)c2)cc1OC1CCN(C(C)=O)CC1,4,-5.2,4,2,.,-3,-17
Nc1ccc(C(=O)N2CCN(S(=O)(=O)c3ccc(Cl)s3)CC2)cc1[N+](=O)[O-],-5,-2.8,12,11,3,-21,4

# Next part:
SMILES,FN deposition inh,CFTR F508del cor,miR122 inh,DENV2 CPE rescue,EWS-Fli block,GSIS activator,PAX8 inh HTS
Cc1cccc(-c2noc(CN(C(=O)/C=C/c3ccccc3Cl)C(C)C)n2)c1,-3,-0.5,.,2,3,-1,27
COc1cc(C(=O)OCc2cc(=O)oc3c(C)c(C)ccc23)ccc1OC(F)F,-1,-2.6,-5,-6,17,2,3
Cc1ccc(C2(C)NC(=O)N(CC(=O)Nc3cc(S(=O)(=O)N4CCOCC4)ccc3OC(C)C)C2=O)cc1 (stereo not given),2,-0.8,3,6,6,-10,9
COc1cc(C(=O)n2cnc3ccccc32)c([N+](=O)[O-])cc1OC,-2,-6.5,.,-3,4,1,-4
N#Cc1ccc(NC(=O)C2CC(c3ccc(F)cc3)=NO2)cc1 (stereo not given),-11,.,13,.,.,11,.
COc1cc(-c2nc3cnccn3c2Nc2ccccc2)ccc1O,-1,0.0,4,10,2,.,-24
NC(=O)CSc1nnc(-c2ccccc2)c(-c2ccccc2)n1,-21,-1.8,-3,2,-2,33,14
Cc1nc(-c2ccc(S(=O)(=O)NCC3CCN(C(=O)OC(C)(C)C)CC3)s2)cs1,4,-0.4,.,-1,3,-28,-3
CCC(C)c1ccc(S(=O)(=O)N2CCN(S(=O)(=O)c3ccc(NC(C)=O)cc3)CC2)cc1 (stereo not given),-3,-1.4,-4,5,-1,0,-19
CC12CCC(=O)N1C(C(=O)NCc1ccc(Cl)cc1Cl)CS2 (stereo not given),-1,1.5,.,-7,-1,-3,-2
C/C(CC(O)(/C=N/O)c1ccccc1)=N\O (stereo not given),-1,.,-2,.,.,.,42
Cc1noc(C)c1NC(=O)N[C@@H]1C=C[C@H](CC(=O)N2CCN(C)CC2)O[C@@H]1CO,.,1.0,.,16,-5,-4,8
CCCNC(=O)C[C@H]1CC[C@@H]2[C@H](COC[C@@H](O)CN2Cc2ccncc2)O1,-9,1.6,0[16.7 µM],-2,1,14,-11
C[C@H]1CN([C@@H](C)CO)C(=O)c2cccc(NC(=O)Nc3ccc(C(F)(F)F)cc3)c2O[C@@H]1CN(C)CC1CC1,.,1.5,-1[16.7 µM],31*,-3,-33,-18
C[C@H]1CN([C@@H](C)CO)C(=O)c2cc(-c3ccccc3)cnc2O[C@H]1CN(C)Cc1cccnc1,-36,1.1,0[16.7 µM],-5,-11,14,.
C[C@@H]1CN([C@@H](C)CO)C(=O)c2cccc(NC(=O)Nc3ccccc3)c2O[C@H]1CN(C)C(=O)Nc1ccc2c(c1)OCO2,.,-0.6,-1[16.7 µM],10,-7,7,-21
Cc1ccc(S(=O)(=O)N2CC[C@@H]3[C@@H](CO)N(C)c4ccc(-c5cccc(C#N)c5)cc4[C@@H]32)cc1,6,0.2,-2[16.7 µM],-8,9,8,2
CCN(CC)CCC(c1ccc2c(c1)OCO2)c1c(O)cc(OC)cc1OC (stereo not given),-3,0.6,-4,.,-3,-14,-22
Cc1noc(C)c1CSCC(=O)Nc1cc(S(=O)(=O)N2CCOCC2)ccc1OCC(F)(F)F,1,3.4,2,3,8,7,-9
COc1ccccc1-c1ccc(SCC(=O)NCCc2ccccc2)nn1,13,0.9,.,?,6,-7,0
Cc1nccn1CCOc1ccccc1Cl,-1,1.5,2,-2,11,10,19
COc1cccc(C(=O)N[C@@H](C)C(=O)N2CCC3(CC2)NCCc2[nH]cnc23)c1,0,0.2,-5,2,7,-1,-13
CN1c2ccc(-c3ccccc3)cc2[C@@H]2[C@@H](CCN2C(=O)NC2CCCCC2)[C@@H]1CO,9,0.0,.,-6,4,-23,81*
O=C(NNC(=O)c1cccnc1)c1ccncc1,3,-2.3,-3,9,1,32,-5
COc1ccc(C2(c3ccc(OC)cc3)NC(=O)N(CC(=O)Nc3cc(C)on3)C2=O)cc1,0,-0.8,1,7,7,-35,18
FC(F)(F)c1cc(CCN2CCNC[C@@H]2c2ccccc2)cc(C(F)(F)F)c1,-6,0.7,.,4,2,115*,-21
COc1ccc(CCNS(=O)(=O)c2cc3c4c(c2)CCN4C(=O)CC3)cc1,-3,1.6,.,1,4,16,10
CCCn1nnc(NC(=O)c2ccc(Cl)cc2Cl)n1,6,.,-1,.,.,3,-154
CO[C@@H]1CN(C)C(=O)c2ccc(NC(=O)Nc3cc(F)ccc3F)cc2OC[C@@H](C)N(C(=O)c2ccccn2)C[C@H]1C,5,0.6,.,87*,-5,-13,7
